High-throughput results (PubChem)
p53ts 39C tox: qHTS Screen for Compounds that Selectively Target Cancer Cells with p53 Mutations: Cytotoxicity of p53ts Cells at the Nonpermissive Temperature; H1299-p53A138V viability at 39C, ATP luminescence, 24 h; Potency, µM (doses to about 46.1 µM), for inactives: at the highest dose activity change, negative = cell killing, most hits filed as cytotoxic; hit rate 1.5% among 130,000; AID 902, 2007; further: nearly all actives have a fitted effect of over 55% in size
IkB signaling: IkB Signaling; ABC-DLBCL IkBa-CBG/CBR dual luciferase ratio, 4 h; response scale: scaled: untreated 0%, proteasome inhibitor 100%; Potency, µM (titrated, usually from 57.1 µM), inactives show at the highest dose IkBa stabilization activation; hit rate 0.04% among 110,000; active means well fitted curve in the direction sought with a large enough effect in the signal ratio, not every such curve was filed as active; inconclusive means small, poorly fitted or top-dose-only effect, or a change in a side signal; the % refers to the signal ratio;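 further: the direction sought is a rising ratio; 0% = basal untreated cells and 100% = reference inhibitor full response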
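Luminescence ratio of IκBα-fused green versus native red beetle luciferase in OCI-Ly3 cells, 4 h post-doxycycline with compound; red signal alone, scaled from basal (0%) to zero light (-100%), flagged nonspecific or cytotoxic effects.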
Imprint erasure: qHTS Assay for Compounds that Induce Erasure of Genomic Imprints; mouse ES Peg3-LacZ reporter, beta-gal luminescence, 40 h; Potency, µM (top dose mostly 60.7 µM), for the others: at the highest dose activity change, positive = activation, usual class: activators; hit rate 0.02% among 110,000; AID 1948, 2009;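 further: 0% = negative control wells on the plate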
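Imprint erasure is scored as LacZ activity from the silenced maternal Peg3 allele in feeder-free female ES cells cultured 40 h with LIF. Luminescence is normalized to in-plate negative controls and fitted to the Hill equation.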
p53ts 32C kill: qHTS Screen for Compounds that Selectively Target Cancer Cells with p53 Mutations: Cytotoxicity of p53ts Cells at the Permissive Temperature; H1299-p53A138V at 32C, ATP luminescence viability, 24 h; Potency, µM (highest dose often 46.1 µM), for inactives: top-dose activity change, negative = cytotoxicity, usual class: cytotoxic; hit rate 0.93% among 130,000; AID 924, 2007;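 further: 0% = DMSO and -100% = full killing by reference compound; nearly all actives have a fitted effect of over 55% in size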
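Viability by ATPlite luminescence after 24 h compound treatment (up to 46 uM) at the permissive 32C. Cells are H1299 carrying p53 A138V. Scale runs from DMSO basal to 100 uM tamoxifen as full kill; AC50 from Hill fits.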
* = called active by the depositor; ? = inconclusive; . = not tested or not shown; [ ] = another dose, or the depositor's remark. Unless noted, the call rests on the fitted dose curve; in most records, active means well fitted curve in the direction sought with a large enough effect; inconclusive means small, poorly fitted or top-dose-only effect, or another doubt; inactive means no such curve, though single readings can be large; an effect the other way counts as inactive or inconclusive. Unless noted, on the % scale 0 is the no-effect control and ±100 the full control effect; potency means the concentration at half of the fitted maximal effect.

SMILES | p53ts 39C tox | IkB signaling | Imprint erasure | p53ts 32C kill
CCOc1ccccc1Nc1cc(C)nc2nc(C)nn12 | -6% | -5.1% | -12% | 3%
Cc1c(C(=O)N2CCOCC2)oc2c1C(=O)CC(C)(C)C2 | 11% | -0.7% | 13% | -4%
Cc1ccc(Cl)cc1N(C)C(=O)Cn1nc(Cc2cccnc2)c2ccccc2c1=O | -4% | ? | -7%[10.9 µM] | 7%
Cc1nc(-c2cccc(F)c2)sc1CCNC(=O)Cc1ccc(F)cc1 | -13% | -0.7% | 20%[10.9 µM] | 1%
Nc1nc(NCc2ccccc2)nc(-c2ccccc2)n1 | 4% | -0.7% | -3% | 15%
Cc1ccc(-c2nnc3ccc(SCC(=O)NCc4ccco4)nn23)cc1 | -1% | 0.1% | -10% | -1%
COc1ccc(CN2CCN(c3ccccn3)CC2)c(OC)c1 | -1% | 0.6% | -18% | -5%
Cc1ccc2nc(N3CCN(c4ccc(F)cc4)CC3)c3nnnn3c2c1 | -6% | 1.6% | -7%[10.9 µM] | 15%
C=CCSCC(N)C(=O)O (centres undefined) | 4% | . | 8% | 2%
C=CCSc1nnc(Cn2c(=O)sc3ccccc32)n1C | 7% | -2.5% | -11% | 5%
Cc1nc2nc(-c3cccnc3)[nH]n2c(=O)c1Cc1ccccc1 | -20% | 1.5% | -9% | -5%
COc1ccc2c(c1OC)C(=O)OC2Nc1ccccc1S(=O)(=O)C(F)F (centres undefined) | 2% | 2.1% | -5% | 0%
Cc1cccc(-n2cc(-c3ccccc3)c3c(NC(C)C)ncnc32)c1 | -6% | ? | -17%[10.9 µM] | 8%
CCc1nn(CC(=O)NCCCc2ccccc2)c(=O)c2cc3cc(F)ccc3n12 | -23% | 0.7% | 4%[10.9 µM] | 12%
CN(C)C(CNC(=O)NC1CCCCC1)c1cccnc1 (centres undefined) | -8% | -1.4% | -12% | -2%
Cc1cccc(Oc2nc3c(c(=O)n(C)c(=O)n3C)n2C)c1C | 8% | -2.8% | -6%[10.9 µM] | 1%
Cc1ccc(-c2nc3c(C)cccn3c2Nc2ccccc2C)s1 | -14% | ? | -11%[10.9 µM] | 9%
Cc1ccccc1-c1nnc(-c2ccc(Cl)cc2)o1 | -13% | 1.2% | -57%[inhibitor] | -20%
Cc1ccc(NC(=O)C(=O)NCCc2sc(-c3ccc(Cl)cc3)nc2C)cc1C | 3% | 1.4% | 7%[10.9 µM] | -8%
Cc1ccc(Cl)cc1Nc1nn2c(=O)c3ccc(C(=O)NC(C)c4ccccc4)cc3nc2s1 (centres undefined) | -24% | ? | -17%[10.9 µM] | 7%
CCOC(=O)N1CCN(C(=O)c2ccc(N3C(=O)c4ccccc4C3=O)cc2)CC1 | -3% | 0.2% | -6% | 4%
COc1ccc(NC(=O)N2CCCC3(CCN(C(=O)c4ccco4)CC3)C2)cc1 | 6% | 2.0%[11.4 µM] | . | -12%
CCOC(=O)N1CCC(Nc2c(NCCCN(CC)c3cccc(C)c3)c(=O)c2=O)CC1 | 17% | 5.0% | -16% | 8%
CCc1nc(-c2ccc(-c3ccc(OC)cc3)nc2OC)no1 | -14% | 0.9% | -6% | -5%

In the list so far, 7 have a carbonyl joined to an NH by a bond outside any ring.
SMILES | p53ts 39C tox | IkB signaling | Imprint erasure | p53ts 32C kill
Cc1nc(-c2cccc(F)c2)sc1CCNC(=O)Cc1ccc(F)cc1 | -13% | -0.7% | 20%[10.9 µM] | 1%
Cc1ccc(-c2nnc3ccc(SCC(=O)NCc4ccco4)nn23)cc1 | -1% | 0.1% | -10% | -1%
CCc1nn(CC(=O)NCCCc2ccccc2)c(=O)c2cc3cc(F)ccc3n12 | -23% | 0.7% | 4%[10.9 µM] | 12%
CN(C)C(CNC(=O)NC1CCCCC1)c1cccnc1 (centres undefined) | -8% | -1.4% | -12% | -2%
Cc1ccc(NC(=O)C(=O)NCCc2sc(-c3ccc(Cl)cc3)nc2C)cc1C | 3% | 1.4% | 7%[10.9 µM] | -8%
Cc1ccc(Cl)cc1Nc1nn2c(=O)c3ccc(C(=O)NC(C)c4ccccc4)cc3nc2s1 (centres undefined) | -24% | ? | -17%[10.9 µM] | 7%
COc1ccc(NC(=O)N2CCCC3(CCN(C(=O)c4ccco4)CC3)C2)cc1 | 6% | 2.0%[11.4 µM] | . | -12%

Going on with the list:
SMILES | p53ts 39C tox | IkB signaling | Imprint erasure | p53ts 32C kill
O=C(Nc1cc(F)ccc1F)C1CCN(C(=O)c2cnn(-c3ccccc3)c2-n2cccc2)CC1 | -2% | ? | -10%[10.9 µM] | -2%
CCCOc1ccccc1NC(=O)c1ccc(N)cc1 | -12% | 0.1% | -14% | 3%
CCOc1ccccc1NC(=O)Nc1nnc(N2CCCC(C)C2)s1 (centres undefined) | 5% | ? | -7%[10.9 µM] | 7%
COC(=O)CSc1nc(-c2ccccc2)cc(-c2ccco2)c1C#N | -3% | 0.0% | -6% | -8%
Cc1ccnc(NC(=O)CCC(=O)N(CC(=O)NCCc2ccccc2)Cc2ccco2)c1 | 8% | -3.7% | -8% | 2%
O=C(NCc1ccco1)c1ccc2c(=O)n(CCC3=CCCCC3)c(=O)[nH]c2c1 | -4% | -1.8% | -3% | -1%
Cc1cc(Oc2ccccc2)nc(OCC#N)n1 | 3% | -2.8% | 24% | 5%
CCOC(=O)Nc1sc(NS(=O)(=O)c2ccccc2)nc1C | -22% | -0.1% | -6% | -8%
CCCCNc1nc2ccccc2n1CC(=O)N1CCc2ccccc2C1 | -3% | -0.9% | -15% | -7%
O=C1c2ccccc2NC(c2ccccn2)N1c1ccc(Cl)cc1 (centres undefined) | -24% | 0.5% | -26% | -6%
CCCCCn1c(N(C)Cc2ccccc2)nc2c1c(=O)[nH]c(=O)n2C | 8% | -1.6% | -8% | -5%
Oc1cccc2ccc(SSc3ccc4cccc(O)c4n3)nc12 | -2%[9.22 µM] | 0.0%[11.4 µM] | -3%[10.9 µM] | 4%[9.22 µM]
CC(C)Oc1ccccc1-c1nc(SCC(=O)c2ccc(F)cc2)n[nH]1 | -16% | ? | -8%[10.9 µM] | 10%
CC(C)(C)NC(=O)CN(C(=O)CS(=O)CC(=O)Nc1ccc(F)cc1)c1ccc(Cl)cc1 (centres undefined) | 5% | ? | 1% | 6%
COCCn1c(C23CC4CC(CC(C4)C2)C3)n[nH]c1=S | 7% | -0.4% | -6% | 2%
O=C(Cn1c(SCc2cccc(F)c2)nc2ccncc21)Nc1ccc(Cl)cc1F | -18% | 0.8% | -10%[10.9 µM] | -16%
CCCCN(C)C(=O)CSc1nc2ccccc2nc1Cc1ccc(C)cc1 | -13% | ? | -10%[10.9 µM] | 27%
Cc1noc(C)c1S(=O)(=O)NCCCN1CCN(Cc2ccccc2)CC1 | -12% | -0.3% | 4% | -1%
COc1ccc(C)cc1NC(=O)C(NS(=O)(=O)c1cccc2nsnc12)c1ccccc1 (centres undefined) | 9% | -1.8% | -4%[10.9 µM] | 17%
Cc1c(NCc2nc3ccccc3[nH]2)c(=O)n(-c2ccccc2)n1C | -7% | 0.1% | -17% | 12%
COc1ccc(N2CCN(c3ccc(-c4nc(-c5ccccc5)no4)cc3[N+](=O)[O-])CC2)cc1 | -12% | 9.5% | -12%[10.9 µM] | -3%
CC(C)=C[C@H]1[C@@H](COC(=O)c2ccccc2Cl)C1(C)C | -9%[9.22 µM] | -0.2%[11.4 µM] | -14%[10.9 µM] | 3%[9.22 µM]
COC(=O)c1c(NC(=O)CCCOc2cccc(C)c2)sc2c1CCC2 | 10% | ? | -10%[10.9 µM] | -1%
O=c1[nH]c2ccc(NCc3ccc(-c4ccccc4)o3)cc2[nH]1 | 26% | 0.1% | -12%[10.9 µM] | 3%
Cc1cccc(N2CCN(C(=O)c3ccc(NC(=O)c4nsc5ccccc45)cc3)CC2C)c1 (centres undefined) | ? | ? | -5%[10.9 µM] | -21%
Cc1ccc2nc(N(Cc3cccnc3)C(=O)c3cccs3)sc2c1 | -28% | ? | -11%[10.9 µM] | -4%
Cc1cc(C)cc(OCC(=O)N(Cc2ccc(C)o2)C2CCS(=O)(=O)C2)c1 (centres undefined) | 16% | ? | -4%[10.9 µM] | 5%
CC(=O)Nc1ccc(S(=O)(=O)NCc2ccc3c(c2)CCN3C(C)=O)cc1 | -17% | 0.4% | -7%[10.9 µM] | 4%
CCOC(=O)c1oc2ccc(CNC(C)(C)C)c(Cl)c2c1C | -12% | . | . | -11%
CCOC(=O)c1sc(C)c2c(=O)n(CC)nnc12 | 8% | -2.6% | -12% | 4%
Cc1ccc(Nc2cc(C(=O)NCCc3ccccc3)c3ccccc3n2)c(C)c1 | 17% | ? | -5%[10.9 µM] | -7%
O=C(NC1CCCC1)c1ccc2c(=O)n(Cc3ccccc3)c(SCc3ccc([N+](=O)[O-])cc3)nc2c1 | -17% | -1.1% | 2%[10.9 µM] | 5%
Cn1c(CNC(=O)c2ccc(F)cc2)nc2ccccc21 | 16% | 6.4% | -1% | 7%
COCc1nnc(NC(=O)CSc2ccc(C)cc2)s1 | -2% | 0.5% | 4% | 2%
COC(=O)[C@@]1(Cc2ccc(F)cc2)[C@H]2c3cc(C(=O)N(C)C)n(Cc4ccccn4)c3C[C@H]2CN1C(=O)c1ccccc1 | 2% | . | -8% | 2%
COc1cccc(-c2nc(CC(=O)O)cs2)c1OC | -14% | -8.4% | 6% | -1%
CCCNC(=O)c1ccccc1NC(=O)CN(c1ccccc1OCC)S(C)(=O)=O | 4% | 1.0% | -6% | 2%
CCOc1ccc(NC(=O)CNC(=O)c2ccc(OC)c(OC)c2)cc1 | 6% | -1.6% | -11% | -1%
Cc1ccc(Cl)cc1NC(=O)c1oc2ccc(S(=O)(=O)N3CCCCCC3)cc2c1C | -23% | 0.6% | -14%[10.9 µM] | -6%
Cc1ccc(Nc2nc3c(S(=O)(=O)c4ccccc4)nnn3c3ccc(Cl)cc23)c(C)c1 | -14% | -1.1% | 5%[10.9 µM] | 4%
COc1ccc(CCNC(=O)CSc2nnnn2-c2ccccc2)cc1 | 7% | 3.7% | -2% | -5%
Nc1cc(=O)nc(SCc2ccccc2)n1Cc1ccco1 | 9% | -1.5% | -9% | 2%
COc1ccc(-c2ccc(NS(=O)(=O)c3cccc(Cl)c3)cc2)nn1 | 0% | ? | -13%[10.9 µM] | -13%
COc1ccccc1-c1nn2c(=O)cc(CN3CCN(S(=O)(=O)c4ccc(C)cc4)CC3)nc2s1 | 4% | ? | 1%[10.9 µM] | 9%
CN(C(=O)c1c2c(nc3ccccc13)C(=O)N(C1CCCCC1)C2)c1ccc(F)cc1 | -12% | ? | -7%[10.9 µM] | 11%
Cc1cccc(C)c1NS(=O)(=O)c1ccc(F)cc1 | -9% | 5.9% | -10% | 2%
CC1CCC(Nc2nc3c(-c4cccc(C(F)(F)F)c4)nnn3c3ccccc23)CC1 (centres undefined) | -14% | ? | -12%[10.9 µM] | 0%
CCOC(=O)N1CCC(NC(=O)c2cn(-c3ccc(OC)cc3)c(=O)c3ccccc23)CC1 | 5% | 0.0% | -6% | 3%
Cn1nccc1C(=O)NCc1ccc2c(c1)CCN2C(=O)c1ccc(F)cc1 | -24% | ? | -17%[10.9 µM] | -5%
COc1cc2nc(SCC(=O)Nc3ccc(F)cc3)n3nc(CCn4c(C)nc5ccccc54)nc3c2cc1OC | ? | 0.4% | 13%[10.9 µM] | -2%
CC1=C(C(=O)Nc2ccccc2)C(c2ccc(C)cc2)n2nc(SCc3ccccc3C)nc2N1 (centres undefined) | -17% | 0.5% | 11%[10.9 µM] | -1%
CC1CCCN(Cc2c(O)ccc3c(=O)c(-c4ccccc4Cl)c(C(F)(F)F)oc23)C1 (centres undefined) | 3% | 0.8% | -9%[10.9 µM] | 7%
CCOC(=O)c1[nH]c(C)c(C(=O)Nc2ccc(Cl)cc2)c1C | -4% | ? | -5% | 5%
CCCCNC(=O)C1CCN(c2nc3ccc(C)cc3[nH]2)CC1 | 10% | -0.3% | -8%[10.9 µM] | 0%
Cc1ccc(C)c(Cn2c(=O)n(CCCC(=O)NCc3ccc4c(c3)OCO4)c(=O)c3sccc32)c1 | -16% | ? | -13%[10.9 µM] | -9%
NC(=O)C1CC(=O)N(Cc2ccc3c(c2)OCO3)C(=Nc2ccccc2)S1 (centres undefined) | -11% | 1.9% | -9% | 0%
